Screens: PubChem BioAssay, several laboratories
A340 absorber: absorbance at 340 nm; AID 708; fold change at 10 µM; compound absorbance at 340 nm, fold over control; 65,000 tested, under 10 active;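 active = at 10 µM dose, initial 340 nm absorbance at least 2 fold that of control wells; inactive = change under 2 fold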;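 also: initial absorbance extrapolated from kinetic A340 decline of NADH oxidation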
HER2 expr 66K: Her2 kinase expression inhibition. P04626. SKBR-3 HER2 protein level, AlphaScreen, 18-24 h; hits give low values. HER2 level % of control, % at 10 µM. hit rate 0.69% among 65,000. AID 645;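 active = HER2 level under 5% of the carrier-only control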;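 also: 100% = DMSO carrier and 0% = 500 nM PU-H71 HSP90 inhibitor; lower value means stronger loss of Her2 protein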
Target sequence (P04626 whole entry, looked up): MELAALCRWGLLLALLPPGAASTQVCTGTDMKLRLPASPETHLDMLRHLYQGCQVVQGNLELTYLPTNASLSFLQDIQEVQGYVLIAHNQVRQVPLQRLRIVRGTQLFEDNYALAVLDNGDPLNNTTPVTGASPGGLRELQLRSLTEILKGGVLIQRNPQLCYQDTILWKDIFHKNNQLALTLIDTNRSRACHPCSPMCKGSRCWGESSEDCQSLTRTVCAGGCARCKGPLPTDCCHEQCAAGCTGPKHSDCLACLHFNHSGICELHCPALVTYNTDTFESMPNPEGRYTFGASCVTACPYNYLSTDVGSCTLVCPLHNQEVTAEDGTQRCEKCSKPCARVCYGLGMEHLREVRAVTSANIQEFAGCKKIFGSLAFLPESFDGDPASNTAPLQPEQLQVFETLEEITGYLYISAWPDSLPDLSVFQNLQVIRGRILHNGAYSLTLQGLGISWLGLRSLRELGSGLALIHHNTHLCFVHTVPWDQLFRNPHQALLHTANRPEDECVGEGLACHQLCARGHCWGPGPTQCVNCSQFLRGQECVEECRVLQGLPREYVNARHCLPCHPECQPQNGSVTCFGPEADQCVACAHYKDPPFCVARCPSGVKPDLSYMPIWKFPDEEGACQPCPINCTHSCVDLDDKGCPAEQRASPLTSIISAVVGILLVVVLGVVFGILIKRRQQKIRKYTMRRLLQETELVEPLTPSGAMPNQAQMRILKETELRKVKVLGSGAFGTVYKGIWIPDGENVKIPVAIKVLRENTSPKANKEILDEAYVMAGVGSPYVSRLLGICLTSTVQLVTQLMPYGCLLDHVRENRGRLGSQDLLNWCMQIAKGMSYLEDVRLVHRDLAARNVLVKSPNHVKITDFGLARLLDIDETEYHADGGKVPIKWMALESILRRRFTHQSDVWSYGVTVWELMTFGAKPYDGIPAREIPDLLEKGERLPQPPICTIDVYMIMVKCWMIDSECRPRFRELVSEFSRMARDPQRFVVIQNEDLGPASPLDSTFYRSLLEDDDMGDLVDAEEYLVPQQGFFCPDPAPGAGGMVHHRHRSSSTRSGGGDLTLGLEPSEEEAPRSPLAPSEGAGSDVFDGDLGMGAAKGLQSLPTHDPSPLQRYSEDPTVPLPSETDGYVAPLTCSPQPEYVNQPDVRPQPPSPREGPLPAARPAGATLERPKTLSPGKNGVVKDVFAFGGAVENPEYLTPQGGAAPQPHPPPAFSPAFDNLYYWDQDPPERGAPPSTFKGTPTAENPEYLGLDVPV
Fluor 339 460: intrinsic fluorescence of library compounds, ex339/em460 – biochemical, MLSMR library, data from DPM-DC assay, artefact control, profiling panel. compound autofluorescence, ex339/em460 nm, NADH buffer; hits give high values; 1 = no-compound wells, NADH background. fluorescence fold increase at 10 µM. hit rate 5.5% among 65,000. AID 709;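 active = at 10 µM, mean starting fluorescence two-fold or more over control wells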;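 also: signal is the first read of a kinetic run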
JNK3 blocker: blocks human JNK3 kinase activity; P53779; purified JNK3 kinase activity, HTS; inhibition, % at 8 µM; hit rate 0.61% among 60,000; AID 746; in the data active = inhibition above about 17%;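 also: 0% = DMSO and 100% = reference inhibitor; many of its hits are not listed in these tables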
Cdc25B inh: inhibitors of human Cdc25B phosphatase | inhibition, %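 (compounds tested at 10 µM final in the well)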 | AID 368 | recombinant Cdc25B, OMFP fluorescence Ex485/Em525 | hit rate 0.1% among 65,000 | P30305; in the data active = inhibition above about 50%
DUSP1 inh: inhibitors of human MKP-1 phosphatase; P28562; recombinant MKP-1, OMFP hydrolysis fluorescence; inhibition, %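 (compounds tested at a single concentration somewhere between 10 and 100 µM)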; hit rate 0.15% among 65,000;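 active = inhibition above about 50%, limit read from the data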;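 also: 0% = DMSO max control wells and 100% = wells with enzyme stopped by NaOH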
PKA inh: inhibitors of human protein kinase A; P17612; PKA Kemptide phosphorylation, Kinase-Glo ATP luminescence; inhibition, % at 6 µM; hit rate 0.1% among 65,000; AID 524;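 active = inhibition above the screen-wide mean inhibition plus 3 SD, cut at about 21% in these data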; also: many of its hits are not listed in these tables
Hsp90 inh: displaces geldanamycin probe from tumor Hsp90 | NCI-N417 lysate Hsp90, Cy3B-geldanamycin FP displacement | inhibition, % at 30 µM | hit rate 0.35% among 64,000 | AID 429;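 active = inhibition above 50%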;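 also: 0% = tracer plus lysate wells and 100% = tracer alone without lysate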
ROCK2 blocker: inhibitors of human Rho kinase 2; O75116; purified ROCK2, Kinase-Glo ATP depletion luminescence; inhibition, % at 6 µM; hit rate 0.35% among 60,000;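 active = inhibition above the screen-wide mean inhibition plus 3 SD, cut at about 18% in these data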;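 also: plate controls were DMSO wells for no effect and Y-27632 control wells after no-enzyme background subtraction for full effect; many of its hits are not listed in these tables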
The depositor's hits bear a star; nt = not tested or not shown. This is a subset, so the mix of outcomes need not match the whole.

SMILES | A340 absorber | HER2 expr 66K | Fluor 339 460 | JNK3 blocker | Cdc25B inh | DUSP1 inh | PKA inh | Hsp90 inh | ROCK2 blocker
NC(=O)SCC(=O)Nc1ccc(Cl)cc1 | 1.04 | 140.5 | 1.08 | 3.9 | 5.4 | 5.7 | 7.6 | -2.1 | 7.8
Cn1c(C(=O)N2CCN(c3ccccn3)CC2)cc2c(=O)n(C)c3ccccc3c21 | 1.05 | 89.6 | 1.07 | -5.4 | -5.8 | -16.1 | 9.4 | -4.4 | -5.1
O=C(CCC1CCCC1)N1CCN(C(=O)COc2ccccc2)CC1 | 1.03 | 132.4 | 1.11 | 1.5 | -6.6 | 4.8 | 9.7 | -1.1 | 6.9
Cc1ccc(Cn2nnc3c(=O)n(CC(=O)c4ccccc4)cnc32)cc1 | 1.03 | 108.7 | 1.12 | -9.0 | -12.0 | 8.1 | 13.3 | -4.4 | 4.2
CC1(C)CC(=O)C=C(Nc2ccccn2)C1 | 1.14 | 97.4 | 1.01 | 1.8 | 2.2 | -27.4 | 4.5 | 0.1 | 5.6
COc1ccc(N2C3=[N+](CC2(C)O)c2ccccc2CC3)cc1 (stereo not drawn) | 1.04 | 89.3 | 1.09 | -9.9 | 4.3 | -6.0 | -4.5 | -1.6 | -4.6
Cc1c(F)cccc1NS(=O)(=O)c1ccccc1C#N | 1.05 | 81.8 | 1.08 | -2.1 | -9.2 | 16.7 | 3.8 | -0.5 | 0.7
CCOC(=O)C(C(=O)Nc1cccc(C)n1)C1CCCCC1 (stereo not drawn) | 1.04 | 100.8 | 1.09 | nt | -13.0 | 11.8 | 0.3 | nt | nt
C[N+]1=C2CCCCCN2C(O)(c2ccccc2)C1 (stereo not drawn) | 0.97 | 83.7 | 1.08 | 1.7 | -14.6 | -6.0 | 4.1 | -0.8 | 1.9
COc1ccc(C2CC(C(F)(F)F)n3nc(C(N)=O)c(Cl)c3N2)cc1OC (stereo not drawn) | 1.03 | 103.9 | 1.09 | -3.7 | 3.7 | -11.0 | 8.3 | -6.4 | 1.4
COc1ccc(NC(=O)c2c(OC)cccc2OC)c(OC)c1 | 1.04 | 74.4 | 1.1 | -8.7 | 2.0 | -6.3 | 9.4 | 35.0 | 9.0
Cc1cc(=S)[nH]c2ccccc12 | 0.99 | 82.0 | 1.11 | 4.3 | -20.5 | -2.2 | 9.7 | -4.0 | 1.8
O=C(O)c1cc2c(s1)-c1ccccc1OC2 | 1.16 | 87.8 | 2.22* | nt | -11.2 | 8.1 | -0.7 | nt | nt
CN(C)S(=O)(=O)c1cccc(C(=O)OCC(=O)Nc2sccc2C(N)=O)c1 | 1.04 | 74.8 | 1.11 | 3.8 | -10.7 | 22.4 | 9.8 | -0.7 | 1.0
c1ccc(-c2ncnc3nc4n(c23)CCC4)cc1 | 1.05 | 108.5 | 1.1 | -9.0 | -3.0 | 3.2 | 1.5 | 0.1 | 7.7
COc1cccc(CN(C)C(=O)c2ccc(S(=O)(=O)N3CCCC3)cc2)c1OC | 1 | 89.7 | 1.07 | 3.2 | -5.9 | 22.6 | 5.0 | -4.6 | 3.1
Oc1cc(Cc2ccccc2)cnc1CN1CCCCC1 | 1.03 | 116.8 | 1.01 | 6.2 | 2.9 | 3.2 | 5.0 | -1.3 | 3.4
CCC(=O)N1CCCc2cc(S(=O)(=O)N3CCN(C4CCCCC4)CC3)ccc21 | 0.99 | 100.7 | 1.12 | 4.2 | -0.5 | -4.7 | 8.4 | 0.9 | 3.9
Cc1cccc(NC(=O)N2CCC(NC(=O)c3ccccc3C)CC2)c1 | 0.98 | 101.1 | 1.04 | 4.5 | -1.7 | -20.4 | 5.9 | -1.1 | 6.7
O=c1c(F)cn(C2CCCO2)c(=O)n1Cc1c(F)cccc1Cl (stereo not drawn) | 0.98 | 78.8 | 1.04 | -6.7 | -0.2 | -2.2 | 3.7 | 0.0 | 2.9
Cc1nc2cc(Cl)c(Cl)cc2nc1C | 1.02 | 96.3 | 1.05 | -2.3 | 1.3 | 4.8 | 7.3 | -4.8 | 5.2
O=C(Oc1cccc(Br)c1)c1cccnc1 | 0.96 | 98.0 | 1.07 | 1.3 | -6.5 | -15.0 | -1.9 | -0.7 | 3.2
CCn1c(=O)c(C2=NS(=O)(=O)c3ccccc3N2)c(O)c2ccccc21 | 1.1 | 55.5 | 2.48* | 1.9 | 4.0 | -8.7 | 10.1 | -1.7 | 1.5
O=C(Nc1ccc(Cl)cc1C(=O)NCC1CCCO1)c1ccco1 (stereo not drawn) | 1.07 | 98.0 | 1.21 | 2.0 | -5.6 | -13.3 | -2.6 | -3.1 | 1.6
CCOC(=O)N1CCN(C(=O)COc2ccc3c(c2)C(=O)CC2(CCN(C(C)=O)CC2)O3)CC1 | 1.02 | 91.4 | 5.05* | 2.1 | -15.6 | 8.2 | 8.8 | -1.3 | 7.3
Further records follow.
SMILES | A340 absorber | HER2 expr 66K | Fluor 339 460 | JNK3 blocker | Cdc25B inh | DUSP1 inh | PKA inh | Hsp90 inh | ROCK2 blocker
CCOC(=O)CSc1nnnn1-c1cc(OC)ccc1OC | 1 | 93.9 | 1.05 | 9.1 | -0.5 | -0.3 | 10.3 | 2.0 | -3.6
Cc1ccc2c(c1)c1ncnc(N3CCOCC3)c1n2C | 1.04 | 75.4 | 3.76* | 2.6 | -0.9 | -17.0 | 5.2 | -8.5 | 1.2
Cc1cc(C)c2nc(N3CCCN(C(=O)c4cnccn4)CC3)c(C#N)cc2c1 | 0.98 | 86.1 | 1.31 | -5.0 | -18.1 | 27.2 | 6.6 | -4.0 | 3.3
CCN(CC)c1ccc2cc(C(=O)Nc3ccccn3)c(=O)oc2c1 | 1.04 | 81.6 | 1.46 | -15.5 | -25.1 | -6.4 | -0.4 | 8.0 | -10.0
CCc1nc(SCc2cccnc2)c(C#N)cc1C | 1.05 | 60.9 | 1.09 | -2.2 | 9.6 | -30.4 | 8.4 | -4.6 | 14.6
CCCn1nnc(NC(=O)c2cccc(OCC(C)C)c2)n1 | 1.05 | 108.2 | 1.11 | nt | 6.4 | 12.3 | 0.7 | nt | nt
CC1CN(C(=O)c2cc3c(=O)n4ccccc4nc3s2)CC(C)O1 (stereo not drawn) | 1.12 | 80.3 | 4.87* | -1.5 | -16.8 | -2.4 | -2.3 | -5.4 | -1.0
Cc1oc(C(C)(C)C)cc1C(=O)NCC(=O)NCC(=O)O | 1.03 | 143.4 | 1.12 | 0.9 | -14.8 | 23.9 | 10.2 | 6.5 | 9.2
Cc1onc(-c2ccccc2Cl)c1C(=O)N1CCCc2ccccc21 | 1.02 | 78.2 | 1.1 | -1.9 | -12.8 | -8.1 | 4.3 | -4.3 | 0.8
O=C(COc1cccc2ccccc12)N1CCN(c2ccccn2)CC1 | 1.04 | 95.5 | 1.29 | -15.3 | -3.0 | 19.2 | 0.3 | -19.7 | -3.8
COC(=O)c1ccc2nc(NC(=O)CN3C(=O)CCC3=O)sc2c1 | 1.02 | 89.6 | 1.15 | 1.6 | 7.7 | 5.9 | 3.4 | -1.7 | 3.5
O=C(CSc1nc2ccccc2s1)NC(=O)NCc1ccco1 | 1 | 102.3 | 1.02 | 2.2 | -2.8 | 24.3 | 7.3 | -4.6 | 3.8
O=C(Nc1ccccc1-c1ccccc1)c1cnccn1 | 0.98 | 107.1 | 1.07 | 2.7 | -8.9 | -5.0 | -5.6 | 3.5 | -4.8
O=C(CC1(O)C(=O)Nc2ccccc21)c1ccccc1 (stereo not drawn) | 1.04 | 109.6 | 1.09 | 5.4 | -9.6 | 8.5 | -2.0 | -2.9 | -8.0
O=C(O)CSc1nnc(-c2ccccc2O)n1Cc1ccccc1 | 1.04 | 99.5 | 1.12 | -4.9 | 0.2 | -29.0 | -11.7 | 5.6 | -8.4
O=C(c1ccco1)N1CCN=C1SCc1ccccc1F | 1.04 | 87.3 | 1.14 | 2.3 | -9.5 | 9.7 | -4.9 | -3.6 | -1.0
Cc1cccc(-n2ccnc2SCC(=O)Nc2nccs2)c1 | 1 | 86.7 | 1.11 | -0.8 | 9.5 | 0.0 | -0.8 | 2.0 | -2.9
COc1cc(C2C(C(C)=O)=C(O)C(=O)N2CCc2c[nH]c3ccccc23)ccc1O (stereo not drawn) | 1.07 | 81.8 | 1.09 | 2.4 | -7.8 | -1.4 | 10.3 | 0.6 | 11.4
Cc1cc(C)n(/N=C/c2c[nH]c3ccccc23)c(=O)c1 | 1.06 | 98.8 | 1.04 | 6.9 | -7.7 | 16.0 | 11.7 | -4.2 | 12.4
Cc1noc(C)c1S(=O)(=O)Nc1ccc(C(=O)NC2CCCCC2C)cc1 (stereo not drawn) | 1 | 89.9 | 1.12 | 3.5 | 3.4 | 12.7 | 10.4 | -1.6 | 7.5
COc1ccc(OC)c(NC(=O)Cn2cc(C#N)c3ccccc32)c1 | 1.02 | 74.6 | 1.12 | 1.5 | -4.0 | 6.3 | 7.9 | -13.0 | -1.5
CC(C)(C)NCCCCOc1ccc(F)cc1 | 0.99 | 73.3 | 1.11 | 2.8 | -16.6 | 0.2 | 8.4 | -2.6 | 7.5
COc1ccccc1C1C2C(=O)N(c3ccccc3)C(=O)C2ON1c1ccccc1 (stereo not drawn) | 1.07 | 90.6 | 1.11 | -5.7 | 8.4 | -17.3 | 3.4 | 0.7 | -1.7
COc1cccc(NC(=O)CSc2nnnn2C(C)C)c1 | 1 | 74.5 | 1.04 | -2.4 | -21.7 | 5.6 | 10.1 | 0.3 | 4.1
CCCS(=O)(=O)N1CCCC(C(=O)NCc2ccc(C)cc2)C1 (stereo not drawn) | 0.99 | 83.8 | 1.13 | -1.2 | 7.8 | -3.0 | -6.4 | 3.1 | -2.5
Remaining list, next part:
SMILES | A340 absorber | HER2 expr 66K | Fluor 339 460 | JNK3 blocker | Cdc25B inh | DUSP1 inh | PKA inh | Hsp90 inh | ROCK2 blocker
CC(C)N(CCc1ccncc1)C(=O)Nc1ccc(F)cc1 | 1.06 | 66.0 | 1.11 | -1.4 | 5.4 | 10.2 | -6.8 | 2.3 | -5.8
CCN(CC)CCCN(Cc1cc2cc3c(cc2[nH]c1=O)OCO3)C(=O)Nc1ccccc1OC | 1.18 | 86.1 | 2.76* | 1.5 | -7.1 | -7.9 | -3.5 | -3.9 | -5.8
Fc1ccc(CSc2nncn2NCc2ccc3c(c2)OCO3)cc1 | 1.05 | 103.3 | 1.12 | 2.2 | -4.7 | -9.5 | 5.4 | -3.9 | 3.0
C=CCn1c(SCC(=O)NC2CCCCC2)nnc1-c1ccc(OC)cc1 | 1.04 | 59.6 | 0.89 | nt | -3.4 | 15.9 | nt | nt | nt
Cc1ccc(S(=O)(=O)N2CCN(C(=O)N3CCOCC3)C2C)cc1 (stereo not drawn) | 1 | -30.0* | 1.11 | 0.5 | 8.1 | -3.7 | 1.3 | 3.0 | 1.4
COc1cccc(-c2nnc(SCc3ccc(C#N)cc3)n2Cc2ccco2)c1 | 1.02 | 98.0 | 1.03 | 2.0 | -7.6 | 25.2 | 3.8 | -1.4 | 2.2
O=c1[nH]c2cc3c(cc2cc1CN(Cc1nnnn1CC1CCCO1)C1CCCCC1)OCO3 (stereo not drawn) | 1.1 | 112.5 | 1.62 | 4.1 | -5.5 | 24.8 | 2.0 | -1.9 | 2.0
CC1(C)CC2(CC(C)(C)NC(=O)N2)NC(=O)N1 | 1.02 | 102.2 | 1.07 | nt | 1.2 | 15.6 | 7.1 | -1.9 | nt
COc1ccc(/C=N/n2cc(-c3ccc(OC)cc3)nc2N)cc1 | 1.06 | 83.2 | 1.04 | -3.2 | 3.7 | 12.4 | 3.7 | -3.0 | 1.6
O=C(Nc1nc2c(s1)CCCC2)c1ccc2ncsc2c1 | 1.07 | 68.5 | 1.16 | 6.5 | -12.8 | 8.8 | -5.5 | 4.7 | 2.9
CCC1SC2=NC(C)=C(C(=O)OC)C(c3ccc(C)cc3)N2C1=O (stereo not drawn) | 1 | 94.0 | 0.99 | 3.1 | -11.8 | 10.4 | -1.0 | -0.7 | -0.6
